Assay outcomes deposited in PubChem BioAssay by several laboratories.
Mtb UGM inh – Mtb UDP-galactopyranose mutase inhibition. purified UGM, fluorescence polarization probe displacement. 320,000 compounds, 0.06% hits. AID 504406. P9WIQ1. inhibition, % at 10 µM; in the data active means inhibition above about 10%, passing the limit was not always enough; inconclusive means no clear call, values can overlap the other calls
Target sequence (P9WIQ1 whole entry, looked up): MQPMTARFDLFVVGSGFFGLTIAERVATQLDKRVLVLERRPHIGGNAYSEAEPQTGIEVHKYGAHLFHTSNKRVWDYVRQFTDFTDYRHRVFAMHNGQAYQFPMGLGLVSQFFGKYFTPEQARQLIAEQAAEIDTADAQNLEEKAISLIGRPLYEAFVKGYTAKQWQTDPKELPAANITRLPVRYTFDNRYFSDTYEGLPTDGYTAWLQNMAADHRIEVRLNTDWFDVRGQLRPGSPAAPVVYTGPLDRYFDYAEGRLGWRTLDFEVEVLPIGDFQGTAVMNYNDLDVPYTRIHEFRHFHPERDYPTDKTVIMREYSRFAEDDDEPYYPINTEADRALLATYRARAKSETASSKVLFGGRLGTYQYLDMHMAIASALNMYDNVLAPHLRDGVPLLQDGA
Mtb BioA inh – BioA (M. tuberculosis) enzyme inhibition. purified M. tuberculosis BioA enzyme, plate reader. inhibition, % at 9.99 µM. 360,000 compounds, 0.096% hits. AID 602481; in the data active means inhibition above about 40%; inconclusive means no clear call, values can overlap the other calls
GDH-TPI inh – inhibits GDH-TPI coupling enzymes, artifact for Mtb FBA screen; AID 588335; GDH-TPI coupled enzyme counterscreen, NADH absorbance; 360,000 compounds, 1.2% hits; inhibition, % at 4.8 µM; in the data active means inhibition above about 30%;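 further: 0% = DMSO wells and 100% = wells lacking the enzyme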
PfHsp40 rescue – rescue of PfHsp40-mediated yeast toxicity; S. cerevisiae expressing PfHsp40, growth rescue, ATP luminescence; growth rescue, % at 12.5 µM; 340,000 compounds, 0.68% hits; in the data active means growth rescue above about 28%, passing the limit was not always enough; inconclusive means no clear call, values can overlap the other calls;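 further: yeast W303a lacking pdr1 and pdr3 grown in galactose medium; growth measured after three days at 30 °C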
BoNT-A LC inh2 – BoNT A light chain protease inhibition | multiplex microsphere protease substrate cleavage, flow cytometry | inhibition, % at 10 µM | 360,000 compounds, 0.17% hits | AID 588499; further: plate controls were buffer without enzyme for full effect and enzyme alone for no effect
Anthrax LF inh2 – inhibitors of Bacillus anthracis lethal factor protease | 360,000 compounds, 0.12% hits | inhibition, % at 10 µM | multiplex microsphere protease cleavage assay, LF | P15917 | AID 588501; further: plate controls were buffer without enzyme for full effect and enzyme alone for no effect
FadD28 binding – M. tuberculosis FadD28 bisubstrate binding inhibition. inhibition, % at 12.5 µM. FadD28 bisubstrate probe binding, fluorescence polarization. 360,000 compounds, 0.22% hits; in the data active means inhibition above about 8.5%, passing the limit was not always enough; inconclusive means no clear call, values can overlap the other calls
Mtb FBA inh – inhibits M. tuberculosis FBA enzyme | P9WQA3 | purified M. tuberculosis FBA, fluorescence read-out | inhibition, % at 1 µM | 360,000 compounds, 2.3% hits; in the data active means inhibition above about 27%;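 further: 0% = vehicle and 100% = reference inhibitor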
Target sequence (P9WQA3 whole entry, looked up): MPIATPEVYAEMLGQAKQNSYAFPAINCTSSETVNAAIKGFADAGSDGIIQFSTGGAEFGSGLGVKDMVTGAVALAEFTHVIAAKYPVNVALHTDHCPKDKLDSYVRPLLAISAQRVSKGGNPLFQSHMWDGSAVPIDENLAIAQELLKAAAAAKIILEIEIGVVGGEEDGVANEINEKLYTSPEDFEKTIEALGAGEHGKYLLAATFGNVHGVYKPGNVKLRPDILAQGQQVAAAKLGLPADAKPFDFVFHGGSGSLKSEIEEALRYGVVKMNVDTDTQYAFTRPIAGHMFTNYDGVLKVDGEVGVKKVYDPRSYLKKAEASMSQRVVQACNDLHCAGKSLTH
BoNT F protease – blocks Botulinum neurotoxin F light chain protease | Multiplex microsphere protease cleavage assay, flow cytometry | inhibition, % at 10 µM | 360,000 compounds, 0.22% hits | AID 588497; in the data active means inhibition above about 35%, passing the limit was not always enough; inconclusive means no clear call, values can overlap the other calls; further: plate controls were buffer without enzyme for full effect and enzyme alone for no effect
An asterisk follows results filed as active; ? = inconclusive; . = not tested or not shown. Unless noted, no stated cut-off is given here; in the data, active means inhibition above about 30%; inconclusive means no clear call, values can overlap the other calls; inactive means below that.

SMILES	Mtb UGM inh	Mtb BioA inh	GDH-TPI inh	PfHsp40 rescue	BoNT-A LC inh2	Anthrax LF inh2	FadD28 binding	Mtb FBA inh	BoNT F protease
C/C(Cl)=C/Cn1c(=O)c2c(nc(Br)n2Cc2ccccc2)n(C)c1=O	-0.6	3.8	8	0.4	-0.4	-6	-2.7	-3	-12
S=c1nc(-c2ccc(Cl)cc2)[nH][nH]1	2.3	-0.2	10	-1.2	2.5	-16	-1.6	0	?
O=c1[nH]c(CN2CCCCC2)ccc1O	.	.	7	.	0.2	1	0.5	-2	2
O=C(Oc1ccc(C(=S)N2CCOCC2)cc1)c1cccc(Cl)c1	-0.6	-0.6	4	2.3	-24	-28	-9.5	-3	?
CC(C)(C)NC(=O)C(c1ccc(O)cc1)N(Cc1ccccc1)C(=O)CCC(=O)Nc1nccs1 (configuration not stated)	0.0	-2.3	10	-0.6	-1.1	1	-1.9	0	1
Cc1cc(OCC(=O)N(Cc2cccs2)C2CCS(=O)(=O)C2)ccc1Cl (configuration not stated)	-3.4	1.9	-12	-1.7	-0.5	-1	-1.2	2	-2
COc1ccc(F)cc1S(=O)(=O)Nc1cc2c3c(c1)CCN3C(=O)CC2	0.2	.	1	-0.5	6.2	-2	1.5	5	-9
O=C(c1ccco1)N1CCN(S(=O)(=O)c2ccc(Br)s2)CC1	0.5	0.4	-9	-0.1	0.0	0	-1.4	-1	-2
O=C(Nc1nc2ccccc2s1)C1CCN(S(=O)(=O)c2cc([N+](=O)[O-])ccc2Cl)CC1	2.4	-0.3	6	1.3	0.0	-2	-1.0	-4	-8
COc1cc2c(cc1OC)C(c1cc(OC)c(OC)c(OC)c1)C1(O)C(=O)OCC1(O)C2 (configuration not stated)	.	-0.7	-6	-0.9	-0.2	-2	-3.0	-2	5
CC1=C(C(=O)N(C(C)C)C(C)C)CC(CC(=O)NCCN2CCOCC2)C(=O)N1Cc1ccccc1 (configuration not stated)	.	-1.9	-6	.	-0.1	1	-4.0	-5	1
CCn1c(C(=O)O)c(S(=O)(=O)c2ccc(Cl)cc2)c2ccccc21	1.6	-1.5	-8	-0.8	1.7	-7	-3.2	1	4
CC(C)(C)c1ccc(C(CC(=O)O)NS(=O)(=O)Cc2ccccc2)cc1 (configuration not stated)	3.4	-0.2	-1	-2.5	-1.4	1	-0.7	5	8
Cc1cc2cc(NC(=O)c3ccco3)ccc2[nH]1	-1.7	0.8	4	0.2	1.1	-33	-2.3	0	-48
O=S(=O)(c1ccc2c(c1)OCCO2)N1CCN(c2cccc(Cl)c2)CC1	2.7	-0.5	3	11	0.3	0	-1.2	0	-9
CNc1ncnc2c1ncn2[C@@H]1O[C@H](CO)[C@@H](O)[C@H]1O	-0.2	-5.7	4	-1.2	0.0	1	-0.1	4	4
COc1ccccc1-n1c(C)cc(/C=C2/C(=N)N3C(=NC2=O)SN=C3S(C)(=O)=O)c1C	-2.1	.	28	0.4	-0.9	-2	-4.0	7	-3
CSc1ncccc1C(=O)NNc1cc(Cl)ccc1Cl	-7.7	-0.6	-11	0.1	1.3	16	-4.2	1	11
CCCCNc1cc(C)nc(NCc2ccccc2)n1	-0.6	.	-3	-0.8	0.0	-3	-2.7	2	-10
CC1(C)C[C@H]2C3=CCC4[C@@]5(C)CC[C@H](O)[C@](C)(CO)C5CC[C@@]4(C)[C@]3(C)C[C@H]3O[C@@H]1[C@H](O)[C@]32CO (some centres not stated)	0.3	-1.0	-4	-0.5	-0.1	-1	-2.2	1	-4
COC(=O)c1cc(OC)c(OC)cc1NC(=O)CSCc1c(C)noc1C	-2.3	-1.3	15	-1.9	-0.6	-11	-1.5	10	-3
CC1CCN(CCCCOc2ccc(Br)cc2)CC1	-3.4	.	6	1.6	-0.4	-3	0.5	-3	-4
COc1ccccc1OCCNC(=O)CC(NC(C)=O)c1ccccc1 (configuration not stated)	0.1	-0.4	-8	1.4	-1.2	-4	-1.3	4	5
CC(C)OC(=O)CSc1nnc(C2CCCCC2)n1N	1.9	-1.0	2	-1.0	.	.	-3.5	2	.
CCCOc1ccccc1-n1sc2c(c1=S)-c1cc(OC)cc3c1N(C(=O)C3=O)C2(C)C	0.7	-0.9	2	-0.8	-0.8	-8	-4.2	-1	-8

Next part:
SMILES	Mtb UGM inh	Mtb BioA inh	GDH-TPI inh	PfHsp40 rescue	BoNT-A LC inh2	Anthrax LF inh2	FadD28 binding	Mtb FBA inh	BoNT F protease
COc1cc(NC(C)C(=O)N2CC(C)OC(C)C2)cc(OC)c1 (configuration not stated)	.	-0.9	-1	-0.7	-0.1	-3	0.5	2	?
COc1ccc(/C=C(\C#N)C(=O)NCCCn2ccnc2)cc1	-4.3	.	17	-0.5	0.0	1	-2.6	0	2
CC1(C)CC(=O)c2cnc(NCC3CCCO3)nc2C1 (configuration not stated)	-2.5	-0.7	1	-0.1	0.0	-2	-3.5	-1	-4
COC(=O)c1ccccc1NC(=O)c1cnn2c(C)cc(C)nc12	-1.0	.	17	-0.9	-0.3	-2	-9.7	1	-10
Cc1cccc(NC(=S)N(CCN(C)C)C(C)c2ccco2)c1 (configuration not stated)	-3.0	-1.9	9	-1.6	-0.4	-3	2.2	-2	-9
COC(=O)c1ccc(/C=C2\SC(=S)N(CCCC(=O)N3CCOCC3)C2=O)cc1	.	-2.1	-3	-1.8	-0.1	-2	0.0	0	-12
Cc1ccc(C)c(-n2c(Cc3cc(=O)[nH]c(=O)[nH]3)nnc2SCC(=O)NCC2CCCO2)c1 (configuration not stated)	5.3	-0.3	-8	-0.5	-0.2	6	-0.5	3	3
O=C(Nc1c(Cl)cc(Cl)cc1C(=O)NCc1cccnc1)c1ccc(Cl)cc1Cl	1.0	-0.1	3	-0.5	-0.2	3	-1.8	3	2
O=C(Nc1cccc(-n2cnnn2)c1)c1ccoc1COc1ccc(Cl)cc1	-5.5	0.0	5	1.1	-0.3	-1	-0.2	-3	1
O=c1[nH]c(N/N=C/c2ccc(O)cc2)nc2ccccc12	0.1	.	28	1.1	0.0	1	-0.5	23	-2
CN(Cc1ccccc1)C(=O)c1ccc(NC(=O)C2=CSCCO2)cc1	-0.9	?	7	-1.1	0.4	0	-3.2	0	-1
Cc1nnc(NC(=O)CSc2nccn2Cc2ccc(F)cc2)s1	1.3	0.6	4	2.0	-0.3	0	1.7	0	2
CC(C)C(=O)c1cn(Cc2ccc(C#N)cc2)c2ccccc12	1.2	-0.1	10	-0.9	0.0	-2	-1.6	2	-5
COc1ccc(NS(=O)(=O)c2cccc(C(=O)NNC(=O)c3ccc(=O)[nH]c3)c2)cc1	2.6	-0.3	7	-0.7	0.7	-3	-1.0	0	-5
O=c1ccc(N=Nc2ccccc2)ccc1O	0.1	0.5	7	102*	-1.1	-2	-1.4	-25	-15
O=C(Cc1ccc(Cl)cc1)NNC(=O)c1ccco1	1.5	-2.1	3	0.4	-3.1	-2	0.4	-1	-4
Cc1ccc(C)c(NC2=C(Cl)C(=O)OC2OC(C)C)c1 (configuration not stated)	1.8	.	-4	1.9	-1.3	-6	-3.5	17	-4
Cc1ccc(CCC(=O)Nc2ccc(S(N)(=O)=O)cc2)o1	1.9	-1.4	5	-1.5	-0.1	4	-2.5	0	-12
CC[C@H](C)[C@H](NC(N)=O)C(=O)OCC(=O)NCc1ccc(Cl)cc1	4.7	.	-1	-0.3	-1.7	0	-1.7	6	-3
C=CC[C@H](CC(=O)N(CCO)Cc1ccccc1)C(=O)N[C@H](COC(=O)[C@@H](CC=C)Cc1ccc(F)cc1)C(C)(C)C	-2.6	1.0	-10	4.4	-0.5	-2	-4.1	-1	-12
Cc1ccc(S(=O)(=O)c2ccc(Oc3ccccc3)cc2)cc1	-1.1	-1.7	10	10	-0.5	1	-1.6	-3	-18
Nc1ccc2c(c1Br)Cc1ccccc1-2	.	.	-1	6.3	0.5	0	-0.6	13	-6
COc1cc(/C=C(/C#N)c2nc3ccccc3[nH]2)ccc1OCC(=O)Nc1ccccc1C(C)C	-0.7	0.4	-6	-1.7	-0.7	-2	-5.2	0	-4
CCOC(=O)c1c(C)[nH]c(C(=O)N2CCC(C(=O)OCC)CC2)c1C	1.8	3.6	6	-0.8	6.1	10	2.1	1	29
O=S(=O)(NCC(c1ccco1)N1CCCCC1)c1cccc(C(F)(F)F)c1 (configuration not stated)	0.9	0.7	0	1.2	.	.	-0.3	-2	.

One compound at a time, as listed above.
`COc1ccc(/C=C(\C#N)C(=O)NCCCn2ccnc2)cc1` in the list: Mtb UGM inh = -4.3; Mtb BioA inh = .; GDH-TPI inh = 17; PfHsp40 rescue = -0.5; BoNT-A LC inh2 = 0.0; Anthrax LF inh2 = 1; FadD28 binding = -2.6; Mtb FBA inh = 0; BoNT F protease = 2
`O=c1[nH]c(N/N=C/c2ccc(O)cc2)nc2ccccc12` in the list: Mtb UGM inh = 0.1; Mtb BioA inh = .; GDH-TPI inh = 28; PfHsp40 rescue = 1.1; BoNT-A LC inh2 = 0.0; Anthrax LF inh2 = 1; FadD28 binding = -0.5; Mtb FBA inh = 23; BoNT F protease = -2

(continued)
SMILES	Mtb UGM inh	Mtb BioA inh	GDH-TPI inh	PfHsp40 rescue	BoNT-A LC inh2	Anthrax LF inh2	FadD28 binding	Mtb FBA inh	BoNT F protease
COc1ccc(Cn2c(=O)oc3ccccc32)cc1OC	.	2.1	12	.	-0.9	-6	-2.3	5	-4
CC(O)/C=C/c1cccc[n+]1C (configuration not stated)	1.3	-4.7	1	1.7	-0.7	-5	-1.0	2	5
CCOC(=O)N1CCN(S(=O)(=O)c2cccc3ccc(C)nc23)CC1	-3.5	-1.2	8	-0.2	-0.2	0	1.5	-1	7
O=C(CC1C(=O)NCCN1C(=O)Nc1ccc(C(F)(F)F)cc1)Nc1ccc(F)cc1 (configuration not stated)	0.3	7.7	-4	0.5	0.0	16	-4.2	-2	11
CC(C)c1cc(-c2cc(-c3ccc(Cl)cc3)on2)nc(NCC2CC2)n1	0.9	-2.6	3	-0.4	0.1	-6	-1.0	0	0
O=C(NCc1nnc(SCc2ccc(F)cc2)n1-c1ccccc1)C12CC3CC(CC(C3)C1)C2	-0.9	.	0	2.0	-0.5	2	-2.9	0	-6
Cc1cccc(NC(=O)C2CCCCN2S(=O)(=O)c2ccccc2)c1C (configuration not stated)	2.6	-5.4	9	0.2	-0.2	2	-1.3	3	-7
Cc1ccc(C)c(C(=O)CSc2n[nH]c(-c3ccncc3)n2)c1	0.6	-1.4	-3	-0.9	-1.1	2	-2.5	-5	7
CC(=O)c1sc(NC(=O)c2ccc(COc3ccccc3Cl)o2)nc1C	-2.1	-1.1	3	-0.3	-0.8	6	-3.0	-2	-3
Cc1ccccc1CC(=O)Nc1ccc2c(c1)CCC2	0.1	0.3	-3	-0.5	-2.7	-2	1.3	1	-2
CC(=O)C1=C(O)C(=O)N(Cc2cccnc2)C1c1ccccc1Cl (configuration not stated)	0.4	-1.4	15	-2.5	-0.4	-6	-3.4	-9	3
Cn1ccc2c(-c3cccc(C=O)c3F)cc3c(c21)C1CCC3C1 (configuration not stated)	.	-0.7	.	.	19	-24	-0.9	2	-67
CSCCC(NC(=O)c1ccccc1Cl)C(=O)N1CC(C)OC(C)C1 (configuration not stated)	0.5	-0.8	-7	-2.2	0.1	-3	-1.1	2	-4
O=C(NC1CCCCC1)c1ccc2ccccc2c1	.	-0.7	2	.	-0.6	-7	-1.9	0	-10
C/C(Cc1nnn(-c2cc(C)on2)n1)=N\O	-0.5	-1.3	4	.	0.2	1	-0.8	0	0
CN1CCN(C(=O)c2cccn(Cc3cccc(Cl)c3)c2=O)CC1	2.3	0.6	6	-1.4	-2.3	2	-2.6	1	?
COc1ccc2c(c1)CC1(CN2C)C(=O)NC(=O)N(c2ccc(C)cc2)C1=O (configuration not stated)	-2.8	6.9	-3	-0.9	0.7	-3	-2.8	0	-6
CC(C)NC(=O)C1(C)CCN1CCC(=O)c1ccccc1 (configuration not stated)	.	1.3	4	.	-0.3	-4	-2.6	4	-1
Cc1cccc(N(Cc2ccccc2)C(=O)CN2C(=O)NC3(CCCCC3C)C2=O)c1 (configuration not stated)	-0.4	7.3	-4	0.9	-0.4	-12	-3.0	1	-2
